Source: PubChem (several laboratories)
ANO1 block: inhibitors of mouse TMEM16A calcium-activated chloride channel | Q8BHY3 | HEK293 TMEM16A/YFP iodide influx fluorescence, ionomycin | normalized B-score (activity score, 25-100; higher = stronger inhibition) at 10 µM | 310,000 tested, 1.2% active | AID 588511;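 active = ratio plate-corrected score three or more library SD toward inhibition, starting fluorescence score within five deviations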;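 note: score derived from kinetic fluorescence span divided by baseline fluorescence per well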
TRPC6 act: activators of mouse TRPC6 channel; Q61143; HEK293-TRPC6 membrane potential dye fluorescence; active compounds read high; B-score at 10 µM; 310,000 tested, 0.13% active; AID 2550;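 active = B-score of the integrated fluorescence ratio above library mean plus 3 SD, and starting fluorescence ratio within library mean plus 5 SD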;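 note: higher score means more depolarization so channel activation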
MrgX1 allo act: human MrgX1 positive allosteric modulation, primary screen. MrgX1-HEK293, Fluo-4 calcium flux, FDSS; active compounds read high. B-score at 10 µM. 310,000 tested, 0.63% active;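 active = plate-corrected calcium response at least 3 library SD above typical, normal starting fluorescence, not activating the receptor alone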;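 note: compound read alongside a low EC10 to EC30 dose of BAM8-22 agonist; peak minus trough fluorescence over baseline measured at the second addition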
Target sequence (Q96LB2 whole entry, looked up): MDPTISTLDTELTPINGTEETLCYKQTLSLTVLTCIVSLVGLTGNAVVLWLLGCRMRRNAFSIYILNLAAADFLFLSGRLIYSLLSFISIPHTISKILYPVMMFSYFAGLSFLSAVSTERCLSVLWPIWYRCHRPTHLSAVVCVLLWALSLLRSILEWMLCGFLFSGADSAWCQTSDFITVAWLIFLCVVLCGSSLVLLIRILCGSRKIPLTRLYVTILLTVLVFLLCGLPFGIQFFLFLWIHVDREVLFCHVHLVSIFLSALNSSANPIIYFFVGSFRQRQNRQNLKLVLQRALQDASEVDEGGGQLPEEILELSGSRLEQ
HDAC3 inh: blocks human histone deacetylase 3. recombinant HDAC3, fluorogenic peptide/trypsin coupled, fluorescence. AID 2718. 320,000 tested, 0.15% active. inhibition, % at 8.3 µM. O15379; in the data active = inhibition above about 26%, passing the limit was not always enough
Target sequence (O15379 whole entry, looked up): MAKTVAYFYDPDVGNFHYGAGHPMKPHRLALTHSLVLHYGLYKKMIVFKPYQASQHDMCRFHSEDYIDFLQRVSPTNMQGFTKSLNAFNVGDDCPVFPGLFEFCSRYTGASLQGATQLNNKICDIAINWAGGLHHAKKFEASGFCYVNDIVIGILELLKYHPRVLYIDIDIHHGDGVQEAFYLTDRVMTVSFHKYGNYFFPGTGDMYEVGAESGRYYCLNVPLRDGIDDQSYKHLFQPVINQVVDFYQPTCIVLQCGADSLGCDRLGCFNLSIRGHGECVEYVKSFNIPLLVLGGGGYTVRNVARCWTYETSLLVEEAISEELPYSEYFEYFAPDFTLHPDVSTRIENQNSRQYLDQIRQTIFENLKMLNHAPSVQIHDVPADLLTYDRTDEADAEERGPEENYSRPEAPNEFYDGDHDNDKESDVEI
RGS4 act: potentiators or activators of RGS4; B-score at 10 µM; AID 463111; HEK293 M3R/inducible RGS4, carbachol calcium flux Fluo4; active compounds read low; 310,000 tested, 0.92% active;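 active = B-score of the integrated calcium signal more than 4 SD below the library mean, with starting fluorescence not abnormally high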;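 note: negative B-score means reduced calcium response which marks RGS4 activation or potentiation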
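System: HEK293 FlpIn-TREx cells, stable M3R, doxycycline-inducible RGS4. Timing: overnight RGS4 induction, 30 min dye load 37 °C, 20 min compound RT. Also added: carbachol, ECmax concentration. Measured by: Fluo4 fluorescence kinetic imaging of calcium. Evaluation: integrated calcium ratio converted to B score.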
RGS4 inh: inhibitors of human RGS4. P49798. HEK293 M3R/RGS4 inducible, Fluo-4 calcium flux; active compounds read high; triggered by carbachol at its EC20. B-score at 10 µM. 310,000 tested, 0.45% active. AID 463165;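 active = B-score, a plate-corrected calcium signal, over three deviations above library mean, with baseline fluorescence within five deviations of library mean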;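 note: RGS4 expression induced by doxycycline in cells with stable M3 receptor; B-score is computed from the integrated fluorescence ratio over baseline after carbachol; higher B-score means a larger calcium signal and so more RGS4 inhibition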
Target sequence (P49798 whole entry, looked up): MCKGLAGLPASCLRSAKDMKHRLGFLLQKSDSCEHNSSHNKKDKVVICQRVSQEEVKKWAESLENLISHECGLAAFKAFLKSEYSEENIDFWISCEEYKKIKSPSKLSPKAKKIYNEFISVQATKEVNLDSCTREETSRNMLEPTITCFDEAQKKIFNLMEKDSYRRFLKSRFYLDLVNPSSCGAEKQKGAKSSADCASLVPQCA
MrgX1 antag: human MrgX1 receptor antagonism, primary screen; MRGX1-HEK293 calcium flux, Fluo-4, BAM8-22 antagonism; active compounds read low; B-score at 10 µM; 310,000 tested, 1.3% active;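 active = calcium-response B-score plate-corrected more than 3 library SD below zero, starting fluorescence within 5 deviations, no agonist response on first addition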;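 note: peak minus trough fluorescence over baseline after final BAM8-22 challenge near maximal dose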
MrgX1 agonist: human MrgX1 receptor agonism, primary screen; Q96LB2; MrgX1-HEK293 cells, Fluo-4 calcium fluorescence, agonist mode; active compounds read high; B-score at 10 µM; 310,000 tested, 0.44% active;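 active = calcium response B-score plate-corrected fluorescence ratio at least 3 library SD, with starting fluorescence B-score inside 5 SD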
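Test system: Stable human MrgX1 HEK293 cell line | Schedule: Overnight plating before 1 h dye loading | Read-out basis: Baseline-normalised fluorescence change ratio, B-scored | Detection: Kinetic calcium dye fluorescence, Fluo-4 NW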
TMEM16A act: mouse TMEM16A channel activation, primary screen. HEK293 TMEM16A/YFP-H148Q/I152L, iodide quench fluorescence; active compounds read low. AID 623877. B-score at 10 µM. 340,000 tested, 0.3% active;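 active = fluorescence-ratio B-score plate-corrected deviation score at least 3 library SD below zero, with starting fluorescence score within 5 deviations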;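 note: channel opened by trigger with iodide after compound preincubation; score built on the fluorescence ratio of max minus min over baseline; more negative score means more quench and so TMEM16A activation or potentiation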
TRPC6 inhibitor: blocks the mouse TRPC6 cation channel | HEK293-TRPC6, membrane potential dye, ACh-evoked depolarization; active compounds read low | 310,000 tested, 1.1% active | Q61143 | B-score at 10 µM;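 active = B-score under library mean minus 3 SD, initial fluorescence not abnormally high, positive integrated signal ratio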;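 note: B-score derived from integrated fluorescence ratio over the kinetic read; more negative B-score means stronger inhibition of depolarization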
SKKanGAS inh: SKKanGAS growth inhibition. S. pyogenes SKKanGAS, kanamycin growth, BacTiter-Glo, 6 h. 300,000 tested, 1.3% active. inhibition, % at 7.5 µM;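 active = mean replicate score, as percent of positive control median, at least 50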;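 note: strain carries kanamycin resistance gene driven by streptokinase promoter and grows in 40 µg/ml kanamycin; loss of luminescence reflects streptokinase promoter inhibition or plain growth inhibition; 0% = median of DMSO wells and 100% = positive control at its reference dose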
Starred values were filed as active, the others as inactive; i = inactive; / = not tested or not shown. Compounds were not picked by outcome, and some 6.7% of all compounds hit somewhere here.

Molecule,ANO1 block,TRPC6 act,MrgX1 allo act,HDAC3 inh,RGS4 act,RGS4 inh,MrgX1 antag,MrgX1 agonist,TMEM16A act,TRPC6 inhibitor,SKKanGAS inh
NC(=O)NNC(=S)Nc1cccc2ccccc12,i,i,i,8,i,i,i,i,i,i,1
COc1ccc(CCNC(=O)C2(C)CCC(=O)N2Cc2ccc(F)cc2Cl)cc1OC (stereo not drawn),i,i,i,-3,i,i,i,i,i,i,-2
COc1cccc(NC(=S)N(CCCN2CCCC2)Cc2ccco2)c1,i,i,i,-4,i,i,i,i,i,i,-1
Cc1cc(=O)[nH]c(N/N=C/c2cccs2)n1,i,i,i,6,i,i,i,i,i,i,2
COC(=O)c1ccc(C2C(C#N)=C(N)Oc3cc(O)ccc32)cc1 (stereo not drawn),i,i,i,9,i,i,i,i,i,i,19
CN(C1CCCCC1)S(=O)(=O)c1ccc(C(=O)Nc2sc3c(c2C(N)=O)CC(C)(C)NC3(C)C)cc1,i,i,i,-4,i,i,i,i,i,i,2
COc1ccc(NC(=O)CSC(C)c2nc3ccccc3c(=O)[nH]2)cc1 (stereo not drawn),i,i,i,-1,i,i,i,i,i,i,-3
CSC1=NCCN1C(=O)c1cccc(Br)c1,i,i,i,-8,i,i,i,i,i,i,-4
COc1ccc(CCN(C)C(=O)c2ccc(S(=O)(=O)Nc3ccccc3C)cc2)cc1OC,i,i,i,-8,i,i,i,i,/,i,-21
COc1ccc(N(C(=O)c2ccco2)S(=O)(=O)c2cccc([N+](=O)[O-])c2)cc1,i,i,i,1,i,i,i,i,i,i,-9
C=CCNC(=O)/C(C#N)=C/c1ccc(OS(=O)(=O)c2ccc(C)cc2)c(OC)c1,i,i,i,3,i,4.8*,i,i,i,i,-1
O=C(O)c1cnccn1,i,i,i,5,i,i,i,i,i,i,-5
CCc1ccc(NC(=O)CSc2nnc(Cc3cccn3C)n2-c2ccc(F)cc2)cc1,i,i,i,-4,i,i,i,i,i,i,4
CCOc1ccc(C2C3=C(CCCC3=O)Nc3ccc4ncccc4c32)cc1 (stereo not drawn),i,i,i,-7,i,i,i,i,i,i,-1
Cc1nnc(Nc2ccccc2)n(N)c1=O,i,i,i,-6,i,i,i,i,i,i,-10

An excerpt from above, showing only RGS4 act.
mol | RGS4 act
Cc1cc(=O)[nH]c(N/N=C/c2cccs2)n1 | i
CSC1=NCCN1C(=O)c1cccc(Br)c1 | i

Continued:
Molecule,ANO1 block,TRPC6 act,MrgX1 allo act,HDAC3 inh,RGS4 act,RGS4 inh,MrgX1 antag,MrgX1 agonist,TMEM16A act,TRPC6 inhibitor,SKKanGAS inh
COc1ccccc1CCC(=O)N1CCN(C(=O)c2ccccc2)CC1,i,i,i,-5,i,i,i,i,i,i,-4
CCn1ncc(C2=NOC(C(=O)Nc3ccc(C)cc3)C2)c1C (stereo not drawn),i,i,i,4,i,i,i,i,i,i,8
N#C/C(C(=O)NCc1ccco1)=C1/SC(Cc2ccc(Cl)cc2)C(=O)N1c1ccccc1 (stereo not drawn),i,i,i,3,i,i,i,i,i,i,14
CCn1c(COc2ccccc2C)nnc1SCC(=O)N1CCCCC1,i,i,i,-3,i,i,i,i,i,i,1
COc1ccccc1OCCn1cc(/C=C(\C#N)C(=O)NCc2ccco2)c2ccccc21,i,i,i,1,i,i,i,i,i,i,12
O=C(Nc1ccc(S(=O)(=O)N2CCOCC2)cc1)c1ccc(Cl)s1,i,i,i,-1,i,i,i,i,i,i,-1
CC(C)(C)C1CCC(=O)C(C2(O)C(=O)Nc3ccccc32)C1 (stereo not drawn),i,i,i,-4,i,i,i,i,i,i,-7
Cc1c(C2OC(=O)C3(CCCCC3)C(=O)C2(C)C)c(=O)n(-c2ccccc2)n1C (stereo not drawn),i,i,i,-4,i,i,i,i,i,i,-5
Cn1c(=O)oc2cc(S(=O)(=O)N3CCN(c4ccccc4F)CC3)ccc21,i,i,i,1,i,i,i,i,i,i,-16
CCOC(=O)c1c(NC(=O)C(Sc2ccccc2)c2ccccc2)sc(C(=O)N(C)C)c1C (stereo not drawn),i,i,i,15,i,i,i,i,i,i,38
NC(=O)C1CC(=O)N(c2ccc(OCc3c(Cl)cccc3Cl)cc2)C1 (stereo not drawn),i,i,i,-6,i,i,i,i,i,i,-11
CC1=CC(C)C2C(=O)N(CCC[N+](C)(C)C)C(=O)C2C1 (stereo not drawn),i,i,i,3,i,i,i,i,i,i,3
Cc1cccc2cc3c(N)c(C(=O)N4CCOCC4)sc3nc12,i,i,i,7,i,i,-5.1*,i,i,i,-7
Cn1c(CCN2CCN(c3ccccn3)CC2)nc2cc(NC(=O)COc3ccc([N+](=O)[O-])cc3)ccc21,i,i,i,15,i,i,i,i,i,i,1
CC(C)NC(=O)N1CCN(c2ccncc2S(=O)(=O)N2CCOCC2)CC1,i,i,i,/,i,i,i,i,i,i,2
COc1ccc(C(=O)N2CCC(C(=O)Nc3ccc4c(c3)OCCO4)CC2)cc1,i,i,i,1,i,i,i,i,i,i,8
CC(C)(C)c1ccc(S(=O)(=O)CCc2ccccn2)cc1,i,i,i,0,i,i,i,i,i,i,4
CCS(=O)(=O)c1nc(S(=O)(=O)c2ccc(Cl)cc2)c(N2CCC(C(N)=O)CC2)s1,i,i,i,5,i,i,i,i,i,i,-15
O=C(c1ccc2c(c1)[nH]c(=S)n1c3ccccc3nc21)N1CCN(c2ncccn2)CC1,i,i,i,-10,i,i,i,i,i,i,5
CCC(=O)c1cn(CC(=O)NCc2cccnc2)c2ccccc12,i,i,i,0,i,i,i,i,i,i,6
O=c1c(-c2ccc(F)cc2)coc2cc(O)ccc12,i,i,i,-14,i,i,i,i,i,i,4
COc1cccc(OC)c1C(=O)Nc1nnc(-c2ccc(F)cc2)s1,i,i,i,-2,i,i,i,i,i,i,5
CCN(CC(=O)NCc1ccc(Cl)cc1)C(=O)CCc1ccccc1,i,i,i,2,i,i,i,i,i,i,-2
Cc1ccc(OCC(=O)N/N=C2/SCC(=O)N2Cc2ccco2)cc1,i,i,i,0,i,i,i,i,i,i,-7
Cc1cc(Cl)ccc1OCC(=O)NC(=S)Nc1ccccc1N1CCOCC1,i,i,i,-4,i,i,i,i,i,i,2
Cc1ccc(NC(=O)C2CCCCC2C(=O)O)cc1Cl (stereo not drawn),i,i,i,-5,i,i,i,i,i,i,-6
O=C(NNC(=O)c1cc2ccccc2oc1=O)c1ccccc1[N+](=O)[O-],i,i,i,-2,i,i,i,i,i,i,-4
Nn1c(Cc2cccc3ccccc23)nnc1SCC(=O)N1CC(=O)Nc2ccccc21,i,i,i,-3,i,i,i,i,i,i,-8
COc1nc2ccccc2nc1OC,i,i,i,2,i,i,i,i,i,i,-5
Cc1nn(CCCC(=O)NC2CCC(C)CC2)c(=O)c2nn(-c3ccccc3)c(C)c12 (stereo not drawn),i,i,i,6,i,i,i,i,i,i,3
CCC(CC)C(=O)Nc1cc([N+](=O)[O-])ccc1F,i,i,i,3,i,i,i,i,i,i,1
CC1CCN(C(=O)c2ccc(NS(=O)(=O)c3cccs3)cc2)CC1,i,i,i,-3,i,i,i,i,i,i,9
C=CCn1c(=N)c(C(=O)NCCCOC)cc2c(=O)n3cccc(C)c3nc21,i,i,i,-436,i,i,i,i,i,-5.2*,-1
O=C(CN1CCN(C2CCCCC2)CC1)Nc1ccc(Br)cc1,i,i,i,-1,i,i,i,i,i,i,-13
CC1Cc2ccccc2N1C(=O)NC1CC(=O)N(c2ccc3c(c2)OCCO3)C1 (stereo not drawn),i,i,i,4,i,i,i,i,i,i,-8
Cc1ccc(S(=O)(=O)c2nc(N3CCOCC3)sc2Cl)cc1,i,i,i,-2,i,i,i,i,i,i,-2
CNc1nc(N)c([N+](=O)[O-])c(NCC2CCCO2)n1 (stereo not drawn),i,i,i,15,i,i,i,i,i,i,0
COc1cccc(-c2nnn(CC(=O)N(CC(C)C)C3CCS(=O)(=O)C3)n2)c1 (stereo not drawn),i,i,i,1,i,i,i,i,i,i,-10
COc1cc2[nH]c(=O)n(CCC(=O)N3CC=C(c4ccccc4)CC3)c(=O)c2cc1OC,i,i,i,5,i,i,i,i,i,i,-2
COc1ccc(CCC(C)NCc2ccc(Cl)c(Cl)c2)cc1 (stereo not drawn),i,i,i,0,i,i,i,i,i,i,1
Cc1cc(NC(=O)CSc2ccc3c(c2)OCCO3)no1,i,i,i,4,i,i,i,i,i,i,3
Cc1cccc(NC(=O)/C(=C\c2cccs2)NC(=O)c2ccccc2)c1,i,i,i,-3,i,i,i,i,i,i,-8
COc1ccc(C(=O)NNC(=O)CSc2nnc(C(C)C)n2C)cc1,i,i,i,5,i,i,i,i,i,i,0
COc1ccc(CCNC(=O)c2cc(S(=O)(=O)N(C)C)ccc2N2CCCC2)cc1,i,i,i,-2,i,i,i,i,i,i,0
CN(C)S(=O)(=O)N1CCc2ccc(NC(=O)c3ccccc3Cl)cc2C1,i,i,i,-2,i,i,i,i,i,i,-5
CC12CC3(C)CC(C)(C1)CC(C(N)=O)(C2)C3,i,i,i,11,i,i,i,i,i,i,14
COc1cc2c(cc1OC)C(Cc1ccc(O)cc1)NCC2 (stereo not drawn),i,i,i,0,i,i,i,i,i,i,-1
O=C1c2ccccc2C(=O)N1CSc1nnc(Nc2ccccc2F)s1,i,i,i,-2,i,i,i,i,i,i,-2
Cc1ccccc1-n1c(-c2csc(C)c2C)n[nH]c1=S,i,i,i,-12,i,i,i,i,i,i,6
